Screening results as filed in PubChem.
esBAF inh = SWI/SNF esBAF complex inhibition | reporter increase, % at 12.5 µM | mouse ES cells, Bmi1-luciferase knock-in reporter, 24 h; 100% = twice the neutral-well signal | AID 602393 | 350,000 compounds, 2% hits; in the data active means activation above about 40%; inconclusive means no clear call, values can overlap the other calls;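 further: 0% = median of the plate's neutral control wells and 100% = double that signal; a rise in the Bmi1 reporter signal indicates esBAF inhibition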
Casp6 inh = inhibitors of human caspase-6; P55212; purified caspase-6, Z-VEID-R110 cleavage fluorescence; inhibition, % at 12.5 µM; 350,000 compounds, 0.53% hits; AID 686996;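 active means mean inhibition across replicates at least about 35%, with every replicate also reaching that limit, limit read from the data; inconclusive means only one of the two criteria met; inactive means neither criterion met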;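 further: 0% = median of neutral control wells and 100% = no fluorescence left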
Target sequence (P55212 24-179 limits assumed): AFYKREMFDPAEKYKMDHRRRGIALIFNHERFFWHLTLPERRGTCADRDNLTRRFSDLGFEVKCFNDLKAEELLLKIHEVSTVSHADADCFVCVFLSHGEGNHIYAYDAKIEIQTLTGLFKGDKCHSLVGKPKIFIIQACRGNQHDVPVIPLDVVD
Target sequence (P55212 194-293 limits assumed): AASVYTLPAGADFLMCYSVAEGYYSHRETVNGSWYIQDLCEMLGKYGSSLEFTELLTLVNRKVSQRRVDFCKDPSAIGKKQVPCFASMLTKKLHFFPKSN
SIRT5 block = blocks human SIRT5 desuccinylation of peptide. Purified SirT5, succinyl-peptide AMC, trypsin-coupled fluorescence. inhibition, % at 15 µM. 330,000 compounds, 1.1% hits. AID 652115; in the data active means inhibition above about 15%; inconclusive means no clear call, values can overlap the other calls
Target sequence (Q9NXA8 whole entry, looked up): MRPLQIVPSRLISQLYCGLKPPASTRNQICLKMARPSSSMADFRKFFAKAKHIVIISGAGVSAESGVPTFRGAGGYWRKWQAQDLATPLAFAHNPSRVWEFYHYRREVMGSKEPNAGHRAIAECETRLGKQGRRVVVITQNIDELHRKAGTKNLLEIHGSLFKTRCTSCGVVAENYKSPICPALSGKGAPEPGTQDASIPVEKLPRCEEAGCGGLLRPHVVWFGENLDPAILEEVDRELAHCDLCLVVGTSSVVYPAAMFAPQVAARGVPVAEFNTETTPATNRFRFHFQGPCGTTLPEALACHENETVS
FN deposition inh = fibronectin deposition inhibition; inhibition, % at 12.6 µM; AID 743247; AH1F fibroblasts, Alexa488-fibronectin deposition fluorescence, overnight; 350,000 compounds, 0.086% hits;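 active means mean inhibition across replicates of 30% or more, regardless of how many single replicates reach that level; inconclusive means mean under 30% yet at least half of replicates reach 30%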;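 further: positive control wells lacked labelled fibronectin entirely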
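Material – AH1F fibroblast monolayer, labelled fibronectin deposition · Reagent – labelled fibronectin 24 nM · Timing – 1 h adhesion, overnight exposure · Measured by – fluorescence at 485 nm excitation, 525 nm emission · Read-out – inhibition of fibronectin deposition signal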
C2C12 statin = suppressors of simvastatin-induced myotoxicity in C2C12 myotubes; ATP luminescence, 48 h; scaled: DMSO 0, geranylgeraniol control 100; rescue of ATP level, % at 7.49 µM; 330,000 compounds, 0.78% hits;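 active means mean ATP rescue above about 67%, or every replicate alone reaching that limit, limit read from the data, passing the limit was not always enough; inconclusive means no clear call, values can overlap the other calls; inactive means mean under the limit and some replicate under it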;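 further: myotubes were challenged with 10 µM simvastatin during compound exposure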
S100A4 inh HTS = S100A4-myosin IIA interaction inhibition; 360,000 compounds, 0.14% hits; S100A4/TAMRA-MyoIIA peptide fluorescence polarization; AID 652163; inhibition, % at 10.7 µM;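 active means mean inhibition of at least 70% across replicates, with every replicate also reaching that level; inconclusive means mean inhibition reaches 70% but some replicates fall short; inactive means mean inhibition below 70%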
Target sequence (P26447 whole entry, looked up): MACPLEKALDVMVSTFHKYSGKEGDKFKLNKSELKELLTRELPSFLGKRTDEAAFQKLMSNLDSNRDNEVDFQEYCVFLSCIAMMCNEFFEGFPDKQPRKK
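System – human S100A4 monomer protein, biochemical binding assay · Buffer or medium – Calcium-containing HEPES buffer, pH 7.2 · Timing – 5 min between mix addition and reading · Also added – TAMRA-labelled myosin IIA heavy-chain peptide probe, 5 nM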
LGR2 inh = blocks bursicon-induced cAMP signaling via Drosophila LGR2; AID 720647; HEK293 LGR2, CRE-luciferase, bursicon-stimulated, 4 h; inhibition, % at 9.99 µM; 380,000 compounds, 0.35% hits;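 active means drop in luminescence signal, shown as inhibition above about 50% in the replicate tests, limit read from the data, passing the limit was not always enough; inconclusive means probably only some replicates passing the limit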;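 further: agonist challenge used bursicon conditioned medium at about half maximal strength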
Numbers without * were called inactive; ? = inconclusive; nt = no result given.

Below each compound – esBAF inh, Casp6 inh, SIRT5 block, FN deposition inh, C2C12 statin, S100A4 inh HTS, LGR2 inh
COc1ccc(CCNC(=O)CN(c2ccccc2)S(=O)(=O)c2ccccc2)cc1
 : nt, -1, 0, nt, nt, 0, -16
CCOC(=O)c1nc(C)sc1-c1ccnn1S(=O)(=O)c1ccc(Cl)cc1Cl
 : nt, 3, 2, -14, nt, 0, 2
CCCNC(=O)C[C@@H]1C[C@H]2c3cc(NC(=O)CN(C)C)ccc3O[C@H]2[C@H](CO)O1
 : 5, nt, nt, -13, -2, nt, -8
O=C(c1ccco1)N1CCN(Cc2cc(=O)c(OCc3ccccc3)co2)CC1
 : 4, 1, -1, 2, 15, -4, 24
CCCN(C)C[C@@H]1OCCCC[C@@H](C)Oc2ccc(NS(=O)(=O)c3c(C)noc3C)cc2C(=O)N([C@H](C)CO)C[C@@H]1C
 : -4, 0, 1, nt, nt, 3, -10
COc1ccc(C(=O)C(OP(=O)(OC)OC)c2ccccc2OC)cc1 (configuration not stated)
 : nt, 0, 0, nt, nt, -4, 0
COc1ccc(C2Nc3ccccc3C(=O)N2Cc2ccccc2)cc1Cn1nnc2ccccc21 (configuration not stated)
 : 7, 3, -3, nt, 11, -3, 11
CCOC(=O)c1cc(CC)sc1NC(=O)C1CC(=O)NN1Cc1ccccc1 (configuration not stated)
 : nt, 0, nt, 3, nt, 0, -1
CC(=O)c1ccc(S(=O)(=O)N2CCN(C(=O)C(=O)c3cccc(C(F)(F)F)c3)CC2)cc1
 : nt, -1, nt, 7, nt, -1, -3
O=C(NCCC1=CCCCC1)C(=O)NCc1ccncc1
 : 0, -1, -6, -12, -16, 2, -30
OC[C@H]1OC(Nc2ccc(N=Nc3ccccc3)cc2)[C@@H](O)[C@@H](O)[C@@H]1O (some centres not stated)
 : nt, 3, 4, -3, nt, -1, -63
CCOC(=O)c1c(NC(=O)c2ccccc2C(=O)O)sc2c1CCCC2
 : -12, -6, 6, -1, 5, -2, 7
CCOC(=O)c1cccc(NC(=O)CSc2nnc(C3CCCCC3)n2CC)c1
 : -2, nt, nt, 2, 8, nt, nt
CCS(=O)(=O)N1CCC2(CC1)CN[C@@H](CO)c1c2c2ccc(OC)cc2n1C
 : nt, nt, -1, -8, nt, 4, 24
Cn1c(Cn2c(=O)sc3ccccc32)nnc1SCC(=O)NCC1CCCO1 (configuration not stated)
 : 5, 1, nt, 4, 6, 7, 1
Cc1cc(/C=C\c2nc(O)c([N+](=O)[O-])c(=O)[nH]2)c(C)n1-c1ccccc1
 : nt, 61*, 8, 2, nt, 5, 1
C[C@H](CO)N1C[C@H](C)[C@H](CN(C)Cc2ccc3c(c2)OCO3)Oc2ccc(NC(=O)Nc3ccccc3)cc2C1=O
 : -4, 1, 3, nt, -24, -3, 12
CCOC1OC2C(CO)OC(n3cnc4c(N)ncnc43)C2O1 (configuration not stated)
 : 6, 3, -1, -4, 4, 10, -38
CCOc1ccccc1NC(=O)NNS(=O)(=O)c1cc(C)ccc1C
 : -1, 0, -1, nt, 5, -10, 13
CCOc1ccc2oc(-c3ccccc3)c(C(=O)N(C)C)c2c1
 : 6, 2, -11, nt, 20, 1, 1

Next results follow.
Below each compound – esBAF inh, Casp6 inh, SIRT5 block, FN deposition inh, C2C12 statin, S100A4 inh HTS, LGR2 inh
CC1CCCC(C)N1CCNC(=O)CCn1nc(-c2ccccc2)ccc1=O (configuration not stated)
 : nt, -6, -3, 7, nt, -2, 6
CO[C@@H]1CN(C)C(=O)c2ccc(NC(=O)c3nc4ccccc4s3)cc2OC[C@H](C)N(Cc2cccnc2)C[C@@H]1C
 : 16, nt, nt, 8, 36, nt, 15
COCc1c(C(=O)OCC(=O)NCc2ccco2)oc2ccccc12
 : -5, 5, -1, -4, 6, -4, 11
COc1cc(CN2CC3(CCN(C(=O)CN4CCOCC4)CC3)c3c(n(C)c4cc(OC)ccc34)[C@@H]2CO)cc(OC)c1
 : nt, -2, 8, nt, nt, 1, -17
CN(C)C(=O)c1ccc(-c2ccc3c(c2)[C@@H]2[C@@H](CCN2C(=O)C2CC2)[C@H](CO)N3C)cc1
 : -16, 2, 6, -11, -25, -1, 2
CCCN(C)C[C@H]1Oc2cc(C#CC3CC3)ccc2S(=O)(=O)N([C@@H](C)CO)C[C@H]1C
 : -1, -1, -3, -8, nt, 0, 13
CN(C)C(=O)CSc1nnc([C@H](Cc2ccccc2)NC(=O)OC(C)(C)C)o1
 : -8, 2, -2, 5, 6, -7, 8
CC1CC(=O)Nc2ccccc2N1C(=O)CSc1nnnn1C(C)C (configuration not stated)
 : 0, -2, 3, -2, -5, 17, -8
CC1=NNC(=O)C1Cc1ccc(F)cc1 (configuration not stated)
 : -3, 1, 1, 8, 6, 1, nt
Cc1cc(NC(=O)CSc2nc3sc(C)c(C)c3c(=O)n2C2CCCC2)no1
 : 2, -1, -1, nt, -10, 1, 5
COc1cc2c(=O)n(CCC(=O)NCC3CCCO3)c(=O)n(CC(=O)Nc3ccc(F)cc3)c2cc1OC (configuration not stated)
 : -2, 1, 0, 3, -1, 1, 18
C[C@@H]1CCCCO[C@@H](CN(C)C(=O)C2CCCCC2)[C@@H](C)CN([C@@H](C)CO)C(=O)c2cc(NC(=O)Nc3ccccc3)ccc2O1
 : 3, 0, 8, 3, nt, 3, -5
Nc1ccc(CNC(=O)OCC2c3ccccc3-c3ccccc32)cc1
 : 5, -3, -3, 14, 21, -11, 6
COC(=O)Cc1ccc(NC(=S)NCc2ccccc2)cc1
 : nt, -1, 1, 5, nt, 0, -14
Cc1nnc(N2CCc3ccccc3C2)[nH]c1=O
 : 2, nt, nt, nt, 7, nt, -5
Cc1cccc(NC(=O)c2ccc(S(=O)(=O)N3CCC(C)CC3)cc2)n1
 : 13, -1, -7, -4, 2, -2, -1
O=c1nc(N/N=C/c2ccco2)cn[nH]1
 : nt, 56*, -2, -6, nt, -7, 2
C/C=C(\C)c1nnc(NC(=O)OCC)s1
 : 17, nt, nt, 0, -1, nt, nt
Cc1cc(C(=O)Nc2ccc3[nH]ccc3c2)no1
 : 26, -2, -3, -13, -9, -4, -13
C[C@H]1CN([C@@H](C)CO)C(=O)c2cccc(NC(=O)NC3CCCCC3)c2O[C@@H]1CN(C)Cc1ccc(C(=O)O)cc1
 : 1, 0, 25*, nt, -10, 4, 4

Remaining list, next part:
Below each compound – esBAF inh, Casp6 inh, SIRT5 block, FN deposition inh, C2C12 statin, S100A4 inh HTS, LGR2 inh
N#C[C@@H]1N[C@H](CO)[C@@H]1c1ccc(-c2cccc(F)c2)cc1
 : 18, 5, 1, 13, -2, -12, -48
CCc1ccc(NC(=O)CSc2nnc(-c3cccs3)n2CC)cc1
 : -2, nt, nt, nt, 2, nt, 28
c1ccc(Nc2nc3ccccc3[nH]2)nc1
 : ?, 0, 0, nt, nt, -1, nt
CSCCC(NC(=O)c1ccccc1Cl)C(=O)NCCc1ccccn1 (configuration not stated)
 : 5, -3, -4, 3, 0, 3, 0
C[C@H]1CN([C@@H](C)CO)C(=O)c2cc(NC(=O)c3ccncc3)ccc2O[C@@H]1CN(C)C(=O)Nc1ccc(C(F)(F)F)cc1
 : -4, -1, nt, 11, 6, -6, -2
CCOC(=O)c1[nH]c(C)c(C(=O)N2CCN(C(=O)c3ccco3)CC2)c1C
 : -5, 5, -1, nt, 3, -2, -3
CCN(CC(=O)Nc1ccc(NC(C)=O)cc1)C(=O)CCCN1C(=O)c2ccccc2C1=O
 : -3, 0, -4, nt, 1, 9, -16
CN(C)CCCNC(=O)/C=C/c1ccc2c(c1)OCO2
 : 4, nt, nt, -3, -3, nt, 14
CC[C@]12C(=O)N(C)C[C@H]([C@@H]3C(=O)N(C)C(=O)[C@@H]31)N2C(=O)c1ccc(C(F)(F)F)cc1
 : -4, 2, nt, 20, 2, 28, 9
COCCCNC(=O)C1CCN(C(=O)c2oc3cc4sc(N(C)C)nc4cc3c2C)CC1
 : 49*, 0, 1, -2, 7, 1, -33
Cc1ccc(C2=NN(CCC(=O)NCc3ccc4c(c3)OCO4)C(=O)CC2)cc1
 : nt, 3, nt, 3, nt, -5, nt
CCN(CC)C(=O)c1ccccc1NC(=O)c1ccccc1C
 : nt, -3, -6, -3, nt, -1, -11
COc1ccccc1N(CC(=O)N1CCN(c2ccccc2)CC1)S(=O)(=O)c1ccc(C)cc1
 : nt, -2, -3, 1, nt, -1, -7
O=C(Nc1ccc(Cl)cn1)c1cccc2c(Br)cccc12
 : 39, 6, 0, 17, -8, 0, -32
O=C1NC(c2ccccc2Br)=N/C1=C\c1ccco1
 : nt, 0, -2, -2, nt, 4, -79
COc1ccc(-c2cn3cccc(C)c3n2)cc1Br
 : 99*, nt, nt, 2, 14, nt, -49
O=C(CC1CC1)Nc1ccc2c(c1)[C@@H]1C[C@H](CC(=O)NC3CCCCC3)O[C@H](CO)[C@@H]1O2
 : 1, -1, 0, -4, 0, -5, -6
CO[C@H](CN(C)S(=O)(=O)c1ccc(F)cc1)[C@@H](C)CN([C@H](C)CO)S(=O)(=O)c1cccc(Cl)c1
 : 8, -1, 7, 1, -13, -3, -6
C[C@]12CC(O)C3C(CCC4=CC(=O)CC[C@@]43C)C1CCC2c1csc(-c2ccccc2)n1 (some centres not stated)
 : 5, -2, -3, -3, -13, -5, 1
COc1ccc2c3c([nH]c2c1)[C@H](CO)N(C(=O)Nc1ccc(F)cc1)CC31CCN(S(=O)(=O)c2cn(C)cn2)CC1
 : nt, -2, -4, -1, nt, -3, -15

Following part
Below each compound – esBAF inh, Casp6 inh, SIRT5 block, FN deposition inh, C2C12 statin, S100A4 inh HTS, LGR2 inh
Cc1ccc(C)c2sc(N)nc12
 : nt, 1, nt, nt, nt, 2, -52
C[C@H](CO)N1C[C@H](C)[C@H](CN(C)C(=O)c2ccccn2)Oc2ncc(-c3ccccc3)cc2C1=O
 : -19, -12, 1, nt, -8, -15, 5
CCc1ccc([C@H]2C[C@H]3[C@H]4C(=O)N(c5ccccc5)C(=O)[C@H]4CC(=O)[C@@H]3CN2S(=O)(=O)c2ccc(C)cc2)cc1
 : -3, -2, 9, nt, 8, -4, 12
CCOc1ccc(S(=O)(=O)N2CCN(C(=O)c3ccc(Cl)c(S(=O)(=O)N4CCOCC4)c3)CC2)cc1
 : 5, 0, -2, 13, -19, -4, -1
CO[C@@H]1CC[C@H]2CCOc3c(C#N)cccc3C(=O)N(C)C[C@@H](c3ccccc3)CC(=O)N(C)C[C@@H]1O2
 : 5, 1, -1, -2, -6, -5, -7
CC(=O)/C(=N/Nc1ccc(C)cc1)Sc1nnc(CCc2ccccc2)n1-c1ccccc1
 : nt, -1, -4, -10, nt, -7, -2
O=[N+]([O-])c1ccc(O)c2cccnc12
 : 7, 4, 6, 1, 2, -3, nt
CCN(CC(=O)Nc1cc(Cl)ccc1C)C(=O)CN1C(=O)NC2(CCCC2)C1=O
 : -3, 0, -4, 3, 12, -4, -10

Limited to S100A4 inh HTS, for some of the entries so far:
Molecule	S100A4 inh HTS
CCc1ccc([C@H]2C[C@H]3[C@H]4C(=O)N(c5ccccc5)C(=O)[C@H]4CC(=O)[C@@H]3CN2S(=O)(=O)c2ccc(C)cc2)cc1	-4
CCOc1ccc(S(=O)(=O)N2CCN(C(=O)c3ccc(Cl)c(S(=O)(=O)N4CCOCC4)c3)CC2)cc1	-4

Only part of the results is shown (hit frequency here may not be typical).
